Assay outcomes: PubChem, National Center for Advancing Translational Sciences (NCATS)
ALOX12 inhib – blocks human 12-lipoxygenase activity; P18054; purified 12-hLO, xylenol orange hydroperoxide absorbance; Potency, µM (titrated, usually from 57.1 µM), inactives show top-dose activity change, negative = inhibition, usual class: inhibitors; 0.12% of 150,000 active; note: potency is the fitted concentration of half-maximal effect; nearly all actives have a fitted effect of over 55% in size; many of its hits are not listed in these tables
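Lipoxygenase turnover measured by absorbance at 573 and 405 nm after Fe-XO development. Human 12hLO 150 nM, arachidonate 40 uM, pH 7.0 Hepes buffer with detergent; 15 min compound preincubation, 30 min reaction.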
15-hLO-2 inh – blocks human 15-lipoxygenase 2 activity; purified 15hLO-2, xylenol orange hydroperoxide absorbance; AID 881; Potency, µM (highest dose often 57.1 µM), inactives show top-dose activity change, negative = inhibition, hits mostly inhibitors; O15296; 0.56% of 110,000 active; note: potency is the fitted concentration of half-maximal effect; nearly all actives have a fitted effect of over 60% in size; many of its hits are not listed in these tables
Target sequence (O15296 whole entry, looked up): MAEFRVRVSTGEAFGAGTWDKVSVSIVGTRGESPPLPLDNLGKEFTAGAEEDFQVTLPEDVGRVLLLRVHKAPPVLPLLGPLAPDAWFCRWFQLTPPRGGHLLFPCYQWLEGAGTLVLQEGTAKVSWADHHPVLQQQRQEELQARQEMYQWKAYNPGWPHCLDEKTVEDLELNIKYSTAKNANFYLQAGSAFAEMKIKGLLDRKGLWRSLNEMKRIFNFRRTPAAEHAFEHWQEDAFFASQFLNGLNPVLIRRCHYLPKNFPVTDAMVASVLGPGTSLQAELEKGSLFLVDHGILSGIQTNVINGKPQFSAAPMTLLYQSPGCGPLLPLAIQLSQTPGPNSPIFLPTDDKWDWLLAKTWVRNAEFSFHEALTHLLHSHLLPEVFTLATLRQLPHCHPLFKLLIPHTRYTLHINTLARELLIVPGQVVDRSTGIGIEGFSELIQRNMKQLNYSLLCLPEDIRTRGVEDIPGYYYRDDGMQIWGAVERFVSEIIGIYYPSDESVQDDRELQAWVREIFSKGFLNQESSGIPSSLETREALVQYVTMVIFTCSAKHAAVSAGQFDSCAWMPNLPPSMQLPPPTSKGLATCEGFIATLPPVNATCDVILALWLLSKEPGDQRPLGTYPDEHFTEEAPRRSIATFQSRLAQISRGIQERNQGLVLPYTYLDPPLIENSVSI
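Purified human 15hLO-2 (50 nM) preincubated 15 min with compound, then 45 uM arachidonic acid for 90 min at RT in 25 mM Hepes pH 7.5, 0.01% Triton X-100. Hydroperoxide detected by Fe-xylenol orange; 573/405 nm absorbance ratio.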
PNC inhibitor – inhibitors of perinucleolar compartment assembly; 3.1% of 140,000 active; PC3M PTB-GFP, PNC prevalence imaging, 16 h; active compounds read low; activity change (PNC), negative = inhibition, % at 10 µM; AID 2417;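 active = readout at or below -70, meaning at least 70% loss of cells showing the perinucleolar compartment, a nuclear body marking cancer cells; inconclusive = readout between -30 and a set limit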;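 note: plate controls were DMSO wells for no effect and camptothecin positive control wells for full effect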
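PC3M cells stably expressing PTB-GFP, 750–1000 cells/well, treated 16 h at 37 °C with compound (23 nl of library stock), in duplicate. After paraformaldehyde fixation and Hoechst stain, imaged at 20x; PNC prevalence scored by image analysis.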
IMPase cell inh – IMPase inhibition in cells; P97697; CHO-M1 cells, IP1 accumulation, HTRF TR-FRET ratio; inhibition (IP1 accumulation), % at 46.1 µM; 120,000 tested, under 10 active; AID 901; active = well fitted curve in the direction sought with a large enough effect in the signal ratio, not every such curve was filed as active; inconclusive = small, poorly fitted or top-dose-only effect, or a change in a side signal; inactive = no such curve, though single readings can be large or run the other way; the % refers to the signal ratio;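 note: cells stimulated with carbachol in lithium chloride buffer; plate controls were DMSO basal wells for no effect and reference inhibitor wells for full effect; higher means more IMPase inhibition seen as more IP1 and lower FRET ratio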
Target sequence (P97697 whole entry, looked up): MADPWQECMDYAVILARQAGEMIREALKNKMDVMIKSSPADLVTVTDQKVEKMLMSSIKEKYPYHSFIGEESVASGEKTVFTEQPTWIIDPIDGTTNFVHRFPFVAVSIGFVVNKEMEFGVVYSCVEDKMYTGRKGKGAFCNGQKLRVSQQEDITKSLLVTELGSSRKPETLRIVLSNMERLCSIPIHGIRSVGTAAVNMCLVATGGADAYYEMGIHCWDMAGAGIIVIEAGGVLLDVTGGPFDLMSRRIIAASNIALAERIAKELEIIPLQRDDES
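Cellular IMPase inhibition is scored as a rise in cytosolic IP1, detected by competitive TR-FRET between d2-labelled IP1 and a europium anti-IP1 antibody. M1-expressing CHO cells were stimulated with carbachol for 30 min at 37C, with lithium (50 mM LiCl) present in the buffer.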
* hit, by the source's call; ? = inconclusive; / = no result given; [ ] = remark or other dose. Unless noted, calls come from the whole dose curve; as a rule, active = well fitted curve in the direction sought with a large enough effect; inconclusive = small, poorly fitted or top-dose-only effect, or another doubt; inactive = no such curve, though single readings can be large; an effect the other way counts as inactive or inconclusive. Unless noted, % is set by controls: 0 for no effect and ±100 for the full control effect. Rows are unselected (roughly 3.1% active in at least one column).

SMILES	ALOX12 inhib	15-hLO-2 inh	PNC inhibitor	IMPase cell inh
CC1Cc2nc(SCC(=O)N3CCCc4ccccc43)n(C)c(=O)c2S1 (stereo unspecified)	-7%	/	34	-15
Cc1ccc(S(=O)(=O)N/N=C\c2cc3c(cc2Br)OCO3)cc1	-9%	/	35	/
CC1=NN(C(=O)c2ccccc2Br)C(O)(c2cccnc2)C1 (stereo unspecified)	4%	-24%	93	6
Cc1ccc(Cn2c(CN(C)Cc3ccccc3)nc3c2c(=O)n(C)c(=O)n3C)cc1	7%	9%	-11	1
Cc1ccc(-c2c[n+](CC(=O)OCc3ccccc3)c3n2CCC3)cc1	2%	/	?	/
Oc1ccc(CN2CCN(Cc3ccccc3)CC2)c2cccnc12	-2%	-1%	?	6
O=C(Cc1ccccc1)NCC(=O)OCC(=O)c1ccc(OC(=O)c2ccccc2)cc1	4%	-12%	94	6
O=C(c1cc2ccccc2o1)N1CCN(S(=O)(=O)c2cccs2)CC1	3%	0%	26	-4
CCOC(=O)C1=NNC2C(=O)N(CC)C(=O)C12 (stereo unspecified)	-1%	-13%	-1	2
NC(=S)N/N=C\c1c[nH]c2ccccc12	4%[11.4 µM]	-13%[11.4 µM]	/	/
COc1ccc(NCC(=O)N/N=C/c2ccc3c(c2)OCCO3)cc1	-5%	/	-29	/
O=C(Nc1ccc(N2CCOCC2)nc1)c1ccc(Cl)cc1	3%	-10%[11.4 µM]	21	3[1.84 µM]
O=C(Cc1c(O)c2ccccc2[nH]c1=O)NCc1ccc(F)cc1	3%	1%	5	3
COc1cccc(N2C(=O)C3CC=C(Cl)CC3C2=O)c1 (stereo unspecified)	-26%	-2%	11	4
COc1cccc(C(c2sc3nc(C)nn3c2O)N2CCC3(CC2)OCCO3)c1 (stereo unspecified)	-3%	/	?	-14
CCN1C(=O)C(O)(CC(=O)c2ccccn2)c2ccccc21 (stereo unspecified)	2%	-5%	27	10
O=C(COc1ccccc1)N1c2ccccc2Sc2ccccc21	-3%	/	?	/
Cc1ccccc1-c1cc(-c2ccccc2O)n[nH]1	-26%	12%	4	6
Cc1c(F)cccc1NC(=O)CCC(=O)O	1%	-2%	-17	-8
S=C(Nc1ccc(Cl)cc1)c1nc2ccccc2[nH]1	-3%	/	61	/
O=C1CC(c2ccc(Cl)cc2)n2nc(N3C(=O)c4ccccc4C3=O)nc2N1 (stereo unspecified)	-25%	7%[2.29 µM]	14	1
CCOC(=O)C1CN(S(=O)(=O)c2ccc(OC)cc2)c2cc(CC(=O)OC)ccc2O1 (stereo unspecified)	-2%	1%	-12	0
COc1cccc(C(=O)NCc2n[nH]c(=S)n2-c2cccc(C)c2)c1	0%	1%	-13	-9
COc1ccc2c(CC(=O)N3CCc4ccccc43)coc2c1	-8%	-9%	-28	-5
COCC(=O)Nc1ccc([N+](=O)[O-])cc1OC	-6%	/	?	/
CCCCn1c(=S)[nH]c2ccccc2c1=O	-3%	/	16	/
Cc1c(C(=O)N2CCc3ccccc3C2)oc2ccc(S(=O)(=O)N3CC(C)CC(C)C3)cc12 (stereo unspecified)	0%	/	29	/
O=C(c1ccccc1S(=O)(=O)NCc1ccccc1)N1CCCC1	3%	2%	-13	3
O=C(Cn1cnc2ccccc2c1=O)OCC(=O)c1ccc2c(c1)OCCO2	6%	-1%	?	0
COC(=O)c1cccc(NS(=O)(=O)c2ccc(NC(C)=O)cc2)c1C	3%	-1%	-8	0
CCOC(=O)c1nn(-c2ccc(F)cc2)c2nc(CC(C)C)c(C#N)c(=O)n12	1%	/	6	5[0.0738 µM]
COc1cc(/C=N/NC(=O)C(=O)NCc2cccnc2)cc(OC)c1OC	3%	/	59	/
COCc1nnc(NC(=O)c2ccccc2[N+](=O)[O-])s1	-1%	/	15	/
Cc1ccc(CNC(=O)COC(=O)CSc2cc(C)c(Br)cc2C)cc1	1%	/	-18	5
COC(=O)/C=C(\C)NC(=O)c1ccc(F)cc1	-5%	9%	-14	-7
CCCc1cc(=O)[nH]c(SCC(=O)N(C)CC(=O)Nc2ccccc2CC)n1	2%	-3%	-11	4
CCOc1ccc(NC(=O)CC2C(=O)N(c3ccccc3)C(=O)N2Cc2ccccn2)cc1 (stereo unspecified)	-4%	5%	1	4
COc1cccc(NC(=O)CNC(=O)c2cccs2)c1	1%	8%[2.29 µM]	-28	-8
O=C1C2CC=C(Cl)CC2C(=O)N1CC1OCCc2ccccc21 (stereo unspecified)	-9%	-5%	-6	-7
COc1cccc(C(=O)Nc2ccc(C(=O)O)cc2)c1	1%	8%	19	1
Cc1cnnn1-c1ccc(C(=O)CCl)cc1	-2%	-13%	50	-20
CC1CN(C(=O)CCc2ccccc2)C(C)CN1C(=O)CCc1ccccc1 (stereo unspecified)	5%	3%	17	?
COC(=O)c1cc(Br)c(=O)n(CCN2CCCC2)c1	-8%	-1%	-20	5
COc1cc(NC(=O)Cc2cccs2)cc(OC)c1	5%	-1%	-28	5
CNC(=O)Nc1cccc(C(F)(F)F)c1	-4%	/	-100*	-2
CC1(C)OC(=O)N(c2ccccc2)C12C=Cc1c(ccc3ccccc13)O2 (stereo unspecified)	-2%	/	-4	8
O=C(Cn1nc(CNc2ccc(Cl)cc2)[n+]2c1CCCCC2)c1ccc(Br)cc1	-1%	/	8	5
N#CC1=C(SCC(=O)NCc2ccccc2)NC(=O)CC1c1ccco1 (stereo unspecified)	3%	5%[11.4 µM]	-3	2[1.84 µM]
CCCc1nc(N)c(C#N)c(N)c1C#N	0%	-8%	?	2
COC(=O)c1cc(C(=O)OC)n(Cc2ccc(Cl)cc2Cl)n1	0%	2%	?	-5

For convenience, some entries already given.
SMILES	ALOX12 inhib	15-hLO-2 inh	PNC inhibitor	IMPase cell inh
Cc1ccc(CNC(=O)COC(=O)CSc2cc(C)c(Br)cc2C)cc1	1%	/	-18	5
COC(=O)/C=C(\C)NC(=O)c1ccc(F)cc1	-5%	9%	-14	-7
CCCc1cc(=O)[nH]c(SCC(=O)N(C)CC(=O)Nc2ccccc2CC)n1	2%	-3%	-11	4
CCOc1ccc(NC(=O)CC2C(=O)N(c3ccccc3)C(=O)N2Cc2ccccn2)cc1 (stereo unspecified)	-4%	5%	1	4
COc1cccc(NC(=O)CNC(=O)c2cccs2)c1	1%	8%[2.29 µM]	-28	-8
O=C1C2CC=C(Cl)CC2C(=O)N1CC1OCCc2ccccc21 (stereo unspecified)	-9%	-5%	-6	-7
COc1cccc(C(=O)Nc2ccc(C(=O)O)cc2)c1	1%	8%	19	1
Cc1cnnn1-c1ccc(C(=O)CCl)cc1	-2%	-13%	50	-20
CC1CN(C(=O)CCc2ccccc2)C(C)CN1C(=O)CCc1ccccc1 (stereo unspecified)	5%	3%	17	?
COC(=O)c1cc(Br)c(=O)n(CCN2CCCC2)c1	-8%	-1%	-20	5
COc1cc(NC(=O)Cc2cccs2)cc(OC)c1	5%	-1%	-28	5
CNC(=O)Nc1cccc(C(F)(F)F)c1	-4%	/	-100*	-2
CC1(C)OC(=O)N(c2ccccc2)C12C=Cc1c(ccc3ccccc13)O2 (stereo unspecified)	-2%	/	-4	8
O=C(Cn1nc(CNc2ccc(Cl)cc2)[n+]2c1CCCCC2)c1ccc(Br)cc1	-1%	/	8	5

Other entries.
SMILES	ALOX12 inhib	15-hLO-2 inh	PNC inhibitor	IMPase cell inh
CCn1c(SCC(=O)n2c(C)c(C)c3ccccc32)nnc1-c1ccco1	1%	-2%	-7	-2
CCCCNC(=O)c1ccc2c(c1)ncn2C1CCCCC1	-1%	22%	2	-2
CC(=O)C1=C(C)N(CC2CC2)C(=O)N[C@H]1c1ccc(Br)cc1	0%	/	-1	/
O=C(c1ccccc1)N1CCOC12CCN(c1ncc(C(F)(F)F)cc1Cl)CC2	2%	2%	?	9
O=C(CN1C(=O)C2C3C=CC(C3)C2C1=O)Nc1ccc(S(=O)(=O)N2CCCCC2)cc1 (stereo unspecified)	2%	/	-15	/
CCS(CC)=NS(=O)(=O)c1ccc(NC(C)=O)cc1	8%	/	19	-1
O=C(/C=C/c1ccccc1)Nc1ncn[nH]1	-11%	-1%	46	3
Cc1ccccc1OCC(=O)Nc1nc(C)c(C(=O)N(C)C)s1	1%	/	-15	/
CCCCn1c(SCC(=O)Nc2cc(NC(=O)c3ccco3)ccc2C)nc2ccccc2c1=O	-3%	?	-20	17
CCOc1ccc2[nH]c(O)c(NC(C)=O)c2c1	3%	-9%	30	-3
Cc1cccc(C)c1NC(=O)C(NC(=O)CN1C(=O)c2ccccc2C1=O)c1ccccc1 (stereo unspecified)	-3%	/	51	-2
O=C1C=CC2C(c3ccc4c(c3)OCO4)CC1N2Cc1ccccc1 (stereo unspecified)	-6%	/	26	/
O=C(Nc1ccc(Br)c(C(F)(F)F)c1)c1ccccc1	-4%	/	40	/
CCOc1cc(C2NN=C(c3ccccc3)S2)ccc1OCc1ccccc1Cl (stereo unspecified)	-4%	-22%	21	7
CCCOc1cc(C)c(S(=O)(=O)N2CCN(C)CC2)cc1C	8%	7%[2.29 µM]	?	-5
N#Cc1cc([N+](=O)[O-])ccc1Oc1cccc(/C=N/NC(=O)c2cccc(Cl)c2)c1	-2%	-17%	?	6
CCOC(=O)c1cc(OC(=O)c2cccc([N+](=O)[O-])c2)n(-c2ccccc2)n1	?	-11%	-5	3
COc1ccc(C2Nc3ccccc3C(=O)N2c2ccc(F)cc2)cc1Cn1nnc2ccccc21 (stereo unspecified)	-4%	/	16	0
CC(C)CCNc1ncnc2c1nnn2Cc1ccccc1Cl	-5%	-6%	-6	7
O=C(CC1Nc2ccccc2NC1=O)c1ccccc1 (stereo unspecified)	-3%	1%	4	12
Cc1cc(C)n(-c2ccc(C(=O)OCC(=O)Nc3ccc(Cl)cc3[N+](=O)[O-])cc2)n1	1%	/	?	5
Cc1ccc2nc(Cl)c(/C=N/NC(=O)[C@H]3C[C@@H]3c3ccccc3)cc2c1	-2%	/	?	/
C=CC(C1=CC(=O)C(OC)=CC1=O)c1ccccc1 (stereo unspecified)	-25%	20µM*	/	/
CC1(C)CC(N2CCC(=O)N(C3CC(C)(C)NC(C)(C)C3)C2)CC(C)(C)N1	-4%	4%	-5	6
C/C(=N\NC(=O)c1cccnc1)c1c(O)cc(C)oc1=O	-2%	/	10	/
Cc1ncc(CSC(=N)N)n1Cc1ccccc1	-1%[11.4 µM]	10%[11.4 µM]	/	/
COCCN1C(=O)C(=O)/C(=C(/O)c2cccc(S(=O)(=O)N(C)C)c2)C12C(=O)N(C)c1ccccc12 (stereo unspecified)	0%	-3%	28	4
CC(=O)c1ccc(OCC(O)CN2C(C)CCCC2C)cc1 (stereo unspecified)	-6%	2%	26	7
Cc1ccc(C2=NN=C(NC(=O)CSc3nc(C)cc(C)n3)SC2)cc1	-1%	/	-12	0
CC1CC/C(=N/Nc2ccccc2)C(=O)N1 (stereo unspecified)	-20%	/	-13	/
CCN(CC)C(=O)N1CCN(S(=O)(=O)c2ccc(C)c(C)c2)CC1	-3%	2%	19	-7
COc1ccc(/C=N/NC(=O)c2nn(-c3ccc(Cl)cc3)c(=O)c3c(N)scc23)cc1	?	-29%	56	-3
CC(=O)c1c(C)[nH]c(C(=O)N2CCN(C(=O)c3ccco3)CC2)c1C	7%	-5%	?	-4
CCc1cccc(CC)c1N(COC)C(=O)Cn1c(CO)nc2ccccc21	-5%	9%	9	4
CCOC(=O)c1c(NC(=O)c2ccc(C)cc2)sc2c1CC(C)(C)OC2	-2%	2%	-20	4
COc1ccc(NC(=O)/C(=C\c2cccnc2)NC(=O)c2cccs2)cc1	-7%	/	13	-15
